Screening results: PubChem BioAssay, National Center for Advancing Translational Sciences (NCATS)
Eya2 phos inh: Eya2 (human) phosphatase inhibition; recombinant Eya2, OMFP fluorescence dephosphorylation (OMFP is methylfluorescein phosphate); Potency, µM (doses to about 76.9 µM), for inactives: top-dose activity, negative = inhibition, most hits filed as inhibitors; hit rate 0.006% among 330,000; further: potency means the concentration at half of the fitted maximal effect; on the % scale 0 is the no-effect control and ±100 the full control effect
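Eya2 protein (added as 0.2 uM solution) was preincubated with compound for 10 min at ambient temperature in 50 mM HEPES pH 7.5, 50 mM NaCl, 5 uM MgCl2, 0.05% BSA, 1 mM DTT. OMFP (added at 50 uM) then reacted 10 min; fluorescence read at 485/525 nm.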
TSHR antagonist: antagonists of human thyroid stimulating hormone receptor; P16473; TSHR-expressing cells, TSH-stimulated cAMP HTRF, 2 h; active compounds read low; activity change, negative = inhibition, % at 11.5 µM; hit rate 0.2% among 330,000;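 active means activity change below a set negative limit, meaning inhibition stronger than a set level, cut at about -70% in these data; inconclusive means activity change between two set negative limits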; further: on the % scale 0 is the no-effect control and ±100 the full control effect
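TSHR-expressing cells were treated with compounds, then stimulated with TSH at EC80 (4nM final) for 2 hours at 37 deg C. Cellular cAMP was measured by HTRF competition between lysate cAMP and cAMP-d2 for a cryptate-labelled anti-cAMP antibody.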
BCR signal inh: chronic active BCR signaling inhibition. hit rate 0.05% among 340,000. AID 493014. ABC-DLBCL IkBa-CBG/CBR reporter, luminescence ratio, 4 h. Potency, µM (titrated, usually from 46.1 µM), inactives show at the highest dose ratio change, negative = lower green/red ratio, hits mostly inhibitors; active means well fitted inhibition curve with a large enough effect in the signal ratio, with a control signal flat, not every such curve was filed as active; inconclusive means small, poorly fitted or top-dose-only effect, or effect the other way, or a change in a side signal; the % refers to the signal ratio;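 further: potency means the concentration at half of the fitted maximal effect; plate controls were basal doxycycline-induced cells for no effect and cells given 10 µM MG132 for full effect; MG132 reads +100%, hits lower the ratio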
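Cell line TMD8 (human ABC DLBCL), stably expressing tet-inducible CBG68-IkBa fusion and CBR; IMDM/0.5% FBS; cpd up to 46 uM; dox induction, 4 h, 37C/5% CO2; dual luminescence; green/red ratio; MG132 control.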
uPA surface inh: inhibitors of cell surface uPA generation; cell surface uPA generation assay, qHTS; hit rate 0.31% among 330,000; AID 540303; Potency, µM (highest dose often 38.3 µM), for the others: at the highest dose activity change, negative = inhibition, most hits filed as inhibitors; active means well fitted inhibition curve with a large enough effect; inconclusive means small, poorly fitted or top-dose-only effect; inactive means no such curve, though single readings can be large or run the other way; tested in mouse RAW 264.7 cells; further: potency means the concentration at half of the fitted maximal effect; on the % scale 0 is the no-effect control and ±100 the full control effect; nearly all actives have a fitted effect of over 55% in size
B2AR arrestin: agonists driving beta-arrestin recruitment to human beta2-adrenergic receptor; beta-arrestin recruitment to beta2AR, cell-based reporter; Potency, µM (top dose mostly 46.1 µM), for inactives: top-dose activation, hits mostly activators; hit rate 0.02% among 330,000; AID 492947;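 further: potency means the concentration at half of the fitted maximal effect; 0% = DMSO controls and full agonism = EC100 isoproterenol or metaproterenol; nearly all actives have a fitted effect of over 65% in size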
Target sequence (P07550 whole entry, looked up): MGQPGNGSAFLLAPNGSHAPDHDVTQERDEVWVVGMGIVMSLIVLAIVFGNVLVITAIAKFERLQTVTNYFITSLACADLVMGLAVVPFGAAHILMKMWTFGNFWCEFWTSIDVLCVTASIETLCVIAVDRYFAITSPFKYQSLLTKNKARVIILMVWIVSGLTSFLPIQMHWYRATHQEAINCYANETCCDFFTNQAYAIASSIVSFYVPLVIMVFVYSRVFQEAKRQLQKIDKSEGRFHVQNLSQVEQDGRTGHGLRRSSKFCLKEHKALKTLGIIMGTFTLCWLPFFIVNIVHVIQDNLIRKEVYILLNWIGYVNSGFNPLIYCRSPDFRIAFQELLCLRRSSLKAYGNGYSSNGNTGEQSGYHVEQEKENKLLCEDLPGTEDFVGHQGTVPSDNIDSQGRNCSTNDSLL
ELG1 repair inh: inhibitors of ELG1-dependent DNA repair in HEK293T cells | HEK293T ELG1-luciferase reporter, luminescence, 16 h; DNA damage induced by 5-fluorouridine | Potency, µM (top dose mostly 46.1 µM), for the others: top-dose activity change, negative = inhibition, hits mostly inhibitors | hit rate 2.3% among 330,000 | AID 504467; further: potency means the concentration at half of the fitted maximal effect; on the % scale 0 is the no-effect control and ±100 the full control effect; nearly all actives have a fitted effect of over 55% in size
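Cells (2,000 per well) received 5-fluorouridine plus test compound or DMSO and were incubated 16 hr at 37 °C, 5% CO2. Luciferase activity was read by luminescence 30 min after ONE-Glo addition; signal suppression marked inhibition of damage-induced ELG1 function.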
Tb PFK inh: inhibitors of T. brucei phosphofructokinase | O15648 | T. brucei PFK, ADP-Glo luminescence | Potency, µM (titrated, usually from 57.5 µM), without a hit: at the highest dose activity, negative = inhibition, usual class: inhibitors | hit rate 0.17% among 330,000 | AID 485367;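 further: potency means the concentration at half of the fitted maximal effect; 0% = uninhibited 1x PFK enzyme wells and -100% = no-enzyme wells; nearly all actives have a fitted effect of over 60% in size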
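Luminescent ADP detection (ADP-Glo, two-step: ATP depletion then ADP-to-ATP conversion for luciferase) reported PFK activity after 45 min room-temperature reaction of 1.25 nM enzyme with 0.5 mM F6P and 0.1 mM ATP at pH 8.0.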
USP2a inh: USP2a (human) protease inhibition; Potency, µM (doses to about 38.3 µM), inactives show top-dose activity change, negative = inhibition, usual class: inhibitors; AID 463254; hit rate 0.01% among 330,000; USP2 core, Ub-CHOP2 coupled fluorogenic reporter, 485/531;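 further: potency means the concentration at half of the fitted maximal effect; plate controls were DMSO wells for no effect and full inhibition by NEM control for full effect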
Target sequence (O75604 whole entry, looked up): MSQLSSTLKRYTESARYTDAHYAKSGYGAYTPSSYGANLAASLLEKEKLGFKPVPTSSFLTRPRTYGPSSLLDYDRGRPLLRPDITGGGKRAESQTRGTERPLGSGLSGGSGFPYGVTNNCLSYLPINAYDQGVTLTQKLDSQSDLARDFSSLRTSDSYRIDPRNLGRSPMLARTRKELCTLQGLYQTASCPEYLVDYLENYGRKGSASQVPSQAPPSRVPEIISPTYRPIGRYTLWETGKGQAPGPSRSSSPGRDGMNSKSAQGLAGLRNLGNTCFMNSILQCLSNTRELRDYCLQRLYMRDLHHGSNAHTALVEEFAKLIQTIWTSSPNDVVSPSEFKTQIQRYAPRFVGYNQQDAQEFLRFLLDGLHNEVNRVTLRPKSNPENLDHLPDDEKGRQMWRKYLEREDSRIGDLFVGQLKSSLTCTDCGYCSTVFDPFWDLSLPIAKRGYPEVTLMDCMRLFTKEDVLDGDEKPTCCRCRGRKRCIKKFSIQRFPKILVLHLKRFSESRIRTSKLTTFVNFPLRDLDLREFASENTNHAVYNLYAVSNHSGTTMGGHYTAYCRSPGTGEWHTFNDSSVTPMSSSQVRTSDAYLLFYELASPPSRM
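Cell-free coupled assay: 10nM USP2 core preincubated 30min RT with compound in Tris-HCl pH 8.0/CaCl2/CHAPS buffer, then 25nM Ub-CHOP2 and 25nM reporter substrate; fluorescence (Ex 485/Em 531) read after 60min RT, normalized to NEM inhibition, concentration-response curves fitted.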
Mito fusion yeast: blocks mitochondrial division or promotes mitochondrial fusion; S. cerevisiae fusion-defective mutant growth rescue, CellTiterGlo 48 h; Potency, µM (highest dose often 46.1 µM), for the others: at the top dose growth rescue (activation), most hits filed as activators; hit rate 0.23% among 320,000;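 further: potency means the concentration at half of the fitted maximal effect; % of control where 0% means no effect; nearly all actives have a fitted effect of over 45% in size; temperature-sensitive fusion mutants such as fzo1-1 at 37 °C on non-fermentable ethanol glycerol medium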
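Read-out: ATP-based luminescence (CellTiterGlo, 10 min ambient) reporting growth of fusion-defective ts yeast after 48 hours at 37C on glycerol/ethanol YPEG medium in the presence of compound.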
TSG101-PTAP inh: blocks PTAP/TSG101 interaction to inhibit HIV-1 budding | Q99816 | Potency, µM (highest dose often 115 µM), inactives show top-dose activity change, negative = inhibition, hits mostly inhibitors | 340,000 tested, under 10 active | AID 493005 | Fluorescence polarization, FITC-PTAP peptide / Tsg101 binding; active means well fitted inhibition curve with a large enough effect in the main read-out, with a control signal flat, not every such curve was filed as active; inconclusive means small, poorly fitted or top-dose-only effect, or effect the other way, or a change in a side signal; inactive means no such curve, though single readings can be large or run the other way; further: potency means the concentration at half of the fitted maximal effect; % of control where 0% means no effect
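Tsg101 binding domain (10 uM final) was mixed with compound and a FITC-labeled PTAP peptide (50 nM final) in HEPES pH 7.5 buffer with NaCl, Tween 20, EDTA and TCEP; fluorescence polarization was read after 20 min at r.t.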
TCR act: T cell receptor activation; primary human leukocytes, anti-CD3, IL-2 HTRF, 48 h; Potency, µM (top dose mostly 9.22 µM), for inactives: top-dose activation of IL-2 secretion, actives largely listed as activators; 330,000 tested, under 10 active; further: % of control where 0% means no effect
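1) Mix primary human leukocytes, a-CD3 beads and compound. 2) Incubate 48 hr. 3) Add HTRF IL-2 reagents (a-IL-2-K, a-IL-2-d2).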
Numbers without * were called inactive; ? = inconclusive; / = not tested or not shown; [ ] = another dose, or the depositor's remark. Unless noted, the call rests on the fitted dose curve; in most records, active means well fitted curve in the direction sought with a large enough effect; inconclusive means small, poorly fitted or top-dose-only effect, or another doubt; inactive means no such curve, though single readings can be large; an effect the other way counts as inactive or inconclusive. Outcome played no part in choosing rows (roughly 3% active in at least one column).

Structure,Eya2 phos inh,TSHR antagonist,BCR signal inh,uPA surface inh,B2AR arrestin,ELG1 repair inh,Tb PFK inh,USP2a inh,Mito fusion yeast,TSG101-PTAP inh,TCR act
Cc1csc(NC(=O)c2ccc(-c3ccc(Cl)cc3Cl)o2)n1,0%,-5,2%,3%,-0.5%,8%,-4%,1%,0%,2%,2%[46.1 µM]
O=C(O)c1nc(N2CCCCC2)ncc1Cl,31%,9,-1%,4%,-0.1%,11%,1%,2%,3%,-6%,-3%
Cc1cc2ccccn2c1C(=O)c1cccc(S(=O)(=O)N2CCOCC2)c1,8%,-10,1%,2%,0.4%,?,4%,2%,24%,-8%,-1%
COc1ccc(CNC[C@H]2O[C@@H](n3cnc4c(N)ncnc43)[C@H](O)[C@@H]2O)cc1OC,-6%,-11,0%,22%,0.1%,20%,-8%,0%,/,-4%,-2%
CN(Cc1ccccc1)C(=O)C1CCCN1S(=O)(=O)c1ccc(Cl)cc1 (configuration not stated),14%,3,1%,4%,0.3%,9%,1%,-1%,10%,-1%,-2%
Cc1ccc(C)c(N(C(=O)Cn2nnc3ccccc32)C(C(=O)NCc2ccco2)c2ccncc2)c1 (configuration not stated),-31%,-1,?,3%,0.2%,1%,4%,-3%,0%,1%,3%
Cc1ccc(Cn2cnc3c(nnn3Cc3ccc(Cl)cc3)c2=O)cc1,3%,-3,-1%,/,-1.6%,-2%,0%,1%,-1%,-6%,5%
Cc1ccccc1-c1cc(C(=O)NCC2CC2)nn1CC1CC(c2cccc([N+](=O)[O-])c2)=NO1 (configuration not stated),14%,-15,?,2%,0.2%,?,8%,0%,18%,/,3%
O=C(CSc1nc2scc(-c3ccco3)c2c(=O)n1-c1ccccc1)N1CCOCC1,19%,8,0%,/,-0.2%,?,-3%,-1%,8%,-6%,-1%
COc1ccccc1/C=C/C1(C(=O)NC2CCCC2)CC(=O)N1c1ccc(F)cc1 (configuration not stated),-14%,-12,?,-14%,0.3%,?,2%,-4%,28%,-10%,0%[46.1 µM]
COc1ccccc1Nc1nc(N)nc(CN2CCC(C)CC2)n1,19%,3,?,-2%,-0.2%,-3%,-9%,-1%,-3%,0%,-3%
CCCN(CC(=O)Nc1ccccc1OC)C(=O)Cc1ccccc1F,6%,0,0%,3%,-0.1%,-2%,1%,3%,6%,1%,2%
COc1ccc(N2CCN(C(=S)Nc3ccc(S(N)(=O)=O)cc3)CC2)cc1,10%,-9,16%,-3%,-0.2%,-12%,?,3%,-6%,-4%,-1%
O=C(CCCc1ccccc1)Nc1ccnn1C1CCN(Cc2ccccc2)CC1,4%,14,?,-7%,-0.7%,-12%,11%,3%,?,3%,2%
CN(c1ccccc1)S(=O)(=O)c1ccc(C(=O)NNC(=O)c2ccccc2F)cc1,-14%,-17,-1%,7%,0.1%,19%,5%,0%,4%,0%,5%
O=C(NC(=S)NC1CCSC1=O)c1ccccc1F (configuration not stated),3%,33,-5%,-1%,-0.3%,6%,0%,-1%,-3%,-2%,-5%[46.1 µM]
Cc1c([N+](=O)[O-])c(C(=O)N2CCCC2)nn1C,7%,-3,4%,/,-0.4%,-4%,-2%,4%,3%,-6%,-4%
Cc1cc(CSCc2ccc(Cl)cc2)no1,10%,7,8%,8%,0.5%,13%,-18%,0%,?,0%,3%
COc1ccc(C(=O)N2CCN(Cc3cn[nH]c3-c3ccc(OC)cc3F)CC2)cc1,9%,-6,?,-10%,0.3%,-17%,-2%,0%,-5%,-6%,5%
COC(=O)CSc1ccc2nnc(-c3ccc(F)cc3)n2n1,10%,12,?,/,0.3%,-2%,-1%,-1%,6%,-4%,3%
Cc1ccc(Cn2ccc(NC(=O)c3noc4c3CCc3ccccc3-4)n2)cc1,-5%,-10,12%,1%,-0.2%,16%,-3%,-1%,-2%,2%,-2%
CC(Oc1ccc(Cl)cc1Cl)c1ccnc(N)n1 (configuration not stated),-1%,-9,-7%,-1%,0.5%,1%,3%,2%,9%,2%,-1%
CCCCCn1ccc(=N)cc1,3%,-9,-1%,-13%,0.3%,?,5%,-1%,-1%,-15%,7%
C=CCn1c(=O)c2ccccc2n2c(=S)[nH]nc12,7%,-9,?,3%,-0.7%,-5%,-16%,4%,-8%,-3%,-1%
O=C(NC1CCN(Cc2ccccc2Cl)CC1)c1ccccc1,4%,-1,-3%,1%,0.0%,-7%,-1%,5%,-2%,-1%,-3%
Cc1ccc(NC(=O)c2ccccc2F)nc1,-3%,-6,?,-7%,-0.4%,?,3%,5%,2%,-1%,-3%
Cc1noc(C)c1C(=O)Nc1cccc(S(=O)(=O)N2CCOCC2)c1,-5%,-13,-3%,-10%,0.3%,3%,3%,1%,-1%,9%,-3%
Cc1ccc2c(CSc3nnnn3C)cc(=O)oc2c1,2%,2,2%,/,0.1%,17%,-2%,1%,3%,0%,-6%
COn1c(=S)[nH]c2ccccc2c1=O,-15%,-3,?,10%,-0.9%,1%,3%,1%,-1%,/,/
N#C/C(=C\c1ccc(Cl)cc1)c1nc(-c2ccco2)cs1,4%,4,?,5%,-0.4%,?,-7%,3%,-1%,-3%,-8%[46.1 µM]
O=C(NCc1ccccc1Cl)NC(=O)c1ccccc1,-1%,3,8%,5%,-0.8%,-3%,-2%,6%,1%,1%,-6%
Cc1ccc(C(=O)Nc2ccccc2)cc1S(=O)(=O)N1CCN(C)CC1,-9%,0,-6%,-11%,-0.8%,4%,-4%,-1%,-1%,-4%,1%
Cc1cc(C)nc(NC(=S)Nc2cccc(Cl)c2Cl)c1,5%,14,2%,-8%,-1.5%,-16%,3%,6%,-9%,-6%,3%
CN(C)Cc1c(C(=O)N/N=C/c2ccc(OCc3c(F)cccc3Cl)cc2)nnn1-c1nonc1N,-7%,-18,-4%,-1%,-1.0%,?,1%,1%,5%,0%,6%
CCOC(=O)c1[nH]c2ccccc2c1CCCN1C(=O)c2ccccc2C1=O,3%,-10,?,-3%,0.1%,?,-1%,2%,-7%,-6%,-7%
CCCc1cc(=O)n2[nH]c(-c3ccc(Cl)cc3)cc2n1,7%,-13,?,-11%,?,?,0%,1%,2%,-4%,/
O=S(=O)(NCCC1=CCCCC1)c1cccc(Br)c1,8%,-23,11%,2%,0.1%,-12%,3%,-1%,?,-5%,0%
CN(CC(=O)NCc1ccc(Cl)cc1)S(=O)(=O)c1cccc2cccnc12,17%,-11,?,3%,0.1%,-14%,-5%,-1%,1%,-6%,7%
CCOC(=O)c1csc(N/N=C2\CCc3ccccc32)n1,-13%,3,?,0%,-1.1%,9%,2%,2%,1%,2%,-16%
CCOc1ccc(Br)cc1S(=O)(=O)Nc1ccc(S(=O)(=O)Nc2cc(C)on2)cc1,-19%,-9,3%,3%,5.3%,?,-1%,2%,/,-11%,-22%
COC(=O)C(Cc1ccccc1)NS(=O)(=O)c1ccc(F)cc1Br (configuration not stated),-8%,-1,4%,4%,-0.2%,2%,0%,7%,9%,-6%,-1%
CCOC(=O)N1CCC(N2Cc3cccc(C(=O)NCC4CCN(CC(C)C)C4)c3C2=O)CC1 (configuration not stated),0%,13,0%,-9%,-2.7%,-12%,-9%,-7%,2%,-6%,6%
COc1cc(NC(=O)c2cc3c(Cl)nc4ccccc4c3s2)cc(OC)c1OC,4%,4,?,3%,-0.4%,6.5µM*,1%,2%,0%,1%,-2%[46.1 µM]
